Pf Dd2 growth: P. falciparum Dd2 growth inhibition; SYBR Green, 72 h; active compounds read low; activity change, % at 10 µM; hit rate 2.3% among 94,000; AID 1159554; in the data active = activity change below about -80%; inconclusive = no clear call, values can overlap the other calls
KDM4C inh: inhibitors of human demethylase GASC-1 KDM4C | Q9H3R0 | GST-KDM4C 2-372, H3K9me3 peptide, LANCE TR-FRET | inhibition, % at 12.5 µM | hit rate 0.15% among 96,000 | AID 720574;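 active = mean replicate inhibition above about 25%, with at least 55% of replicates also reaching it, limit read from the data, passing the limit was not always enough; inconclusive = only one of those two conditions met; inactive = neither condition met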
Target sequence (Q9H3R0 2-372 limits assumed): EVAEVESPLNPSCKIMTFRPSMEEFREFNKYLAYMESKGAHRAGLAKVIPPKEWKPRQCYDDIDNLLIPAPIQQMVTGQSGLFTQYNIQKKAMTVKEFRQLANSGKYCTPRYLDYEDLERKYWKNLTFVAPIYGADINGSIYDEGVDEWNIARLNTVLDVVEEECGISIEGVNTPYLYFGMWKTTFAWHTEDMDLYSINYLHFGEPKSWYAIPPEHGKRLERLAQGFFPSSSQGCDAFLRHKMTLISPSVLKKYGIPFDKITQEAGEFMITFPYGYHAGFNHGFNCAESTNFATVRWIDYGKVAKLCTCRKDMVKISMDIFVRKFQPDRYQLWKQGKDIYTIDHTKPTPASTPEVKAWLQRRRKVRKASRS
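Assay system: GST-GASC-1 enzyme fragment 2-372 | Amount: 10 nM enzyme | Medium: HEPES buffer, pH 7.5, plus ascorbate | Reagent: H3K9me3 peptide substrate, Fe(II), 2-oxoglutarate | Doses: Single-point compound screen | Incubation: 30 min demethylation and 1 h detection at room temperature | Measured by: LANCE TR-FRET, excitation 340 nm, emissions 618 and 671 nm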
Tcruzi prolif: inhibitors of T. cruzi proliferation; T. cruzi beta-gal in NIH3T3, GalScreen luminescence, 90 h; AID 624255; hit rate 5.9% among 77,000; inhibition, % at 8.34 µM;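 active = mean inhibition above about 93%, with at least 55% of replicates each passing it, limit read from the data, passing the limit was not always enough; inconclusive = only one of those two conditions holds; inactive = neither condition holds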
C diff growth: C. difficile growth inhibition. Clostridium difficile clinical isolate growth, OD600, 24 h; active compounds read low. growth activity, negative = inhibition, % at 16 µg/mL (by protocol). hit rate 0.25% among 86,000;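 active = mean growth activity at or below -80% and every replicate also at or below -80%; inconclusive = mean at or below -80% but some replicate above -80%; inactive = mean growth activity above -80%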;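 note: 0% = DMSO wells and -100% = levofloxacin 16 µg/mL wells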
The depositor's hits bear a star; ? = inconclusive; / = no result given; & = joins results of further samples. Hits appear at their usual frequency, and some 6.8% of all compounds hit somewhere here.

SMILES	Pf Dd2 growth	KDM4C inh	Tcruzi prolif	C diff growth
COc1ccc2c3c([nH]c2c1)[C@H](CO)N(C(C)=O)CC31CN(C(=O)Nc2ccccc2F)C1	-51	-0.4	/	3
CCC(=O)N1CCCCN2[C@H](CO)[C@@H](c3ccc(/C=C/c4ccccc4)cc3)[C@H]2C1	-26	-2.2	91	-1
COc1cccc(S(=O)(=O)N[C@@H]2C=C[C@@H](CC(=O)NCc3ccc(F)cc3)O[C@@H]2CO)c1	-11	-0.1	23	/
C[C@@H]1CN([C@H](C)CO)C(=O)c2cc(NC(=O)CCN3CCOCC3)ccc2O[C@@H]1CN(C)Cc1ccc(C(=O)Nc2ccccc2N)cc1	-20	-1.4	97	/
CO[C@@H]1CN(C)C(=O)c2ccc(NC(=O)c3cccc(F)c3)cc2OC[C@H](C)N(C)C[C@H]1C	2	-1.3	-20	/
CCCNC(=O)N1CC2(CCN(Cc3ccccn3)CC2)c2c(n(C)c3cc(OC)ccc23)[C@H]1CO	-60	0.5	/	0
C/C=C/c1ccc2c(c1)O[C@@H](CN(C)C(=O)C1CCOCC1)[C@H](C)CN([C@H](C)CO)S2(=O)=O	15	4.6	-18	1
C[C@H]1CCCCO[C@H](CN(C)C(=O)Nc2ccc3c(c2)OCO3)[C@@H](C)CN([C@@H](C)CO)C(=O)c2cc(NS(=O)(=O)c3ccccc3)ccc2O1	-35	-1.1	46	2
COc1ccc(CN(C)C[C@H]2Oc3ccc(NC(=O)C4CCCCC4)cc3CC(=O)N([C@@H](C)CO)C[C@@H]2C)cc1	-31	1.8	89	-4
CO[C@@H]1CN(C)C(=O)c2ccc(NS(C)(=O)=O)cc2OC[C@@H](C)N(CCC(F)(F)F)C[C@@H]1C	20	0.0	15	1
CCCNC(=O)N[C@@H]1CC[C@H](CC(=O)NC2CCC2)O[C@H]1CO	2	1.1	-53	/
COCCNC(=O)C[C@@H]1CC[C@H](NC(=O)NC2CCCC2)[C@H](CO)O1	-2	0.2	/	-1
O=C(Nc1cccc(F)c1)N1CC(=O)N2[C@H](CO)[C@H](c3ccc(-c4ccccc4)cc3)[C@H]2C1	-2	-1.7	/	-7
CCCC(=O)N1CC2(CCN(C(=O)CC3CC3)CC2)c2c(n(C)c3cc(OC)ccc23)[C@@H]1CO	-70	-0.1	/	-3
O=C(C[C@@H]1CC[C@H]2[C@@H](COC[C@H](O)CN2S(=O)(=O)c2ccc(F)cc2)O1)N[C@@H]1CCN(Cc2ccccc2)C1	-11	0.1	-31	-2
C[C@H]1CN([C@@H](C)CO)C(=O)c2cc(-c3ccc(C(=O)N(C)C)cc3)cnc2O[C@@H]1CN(C)C	14	-0.3	22	-4
O=C(C1CCCCC1)N1CC(=O)N2[C@H](CO)[C@H](c3ccc(Br)cc3)[C@H]2C1	32	0.5	/	4
C[C@@H]1CN([C@H](C)CO)C(=O)CCCn2cc(nn2)CO[C@@H]1CN(C)C(=O)CCCN(C)C	-56	/	20	/
C[C@H]1CN([C@@H](C)CO)C(=O)Cc2cc(NS(C)(=O)=O)ccc2O[C@@H]1CN(C)S(=O)(=O)c1ccccc1	3	-1.0	21	2
C[C@@H]1CCCCO[C@H](CN(C)C(=O)Nc2ccc3c(c2)OCO3)[C@H](C)CN([C@H](C)CO)C(=O)c2cc(NS(=O)(=O)c3cccs3)ccc2O1	-53	-1.0	61	8
CCNC(=O)[C@H]1[C@H](CO)[C@H]2Cn3c(ccc(-c4ccc(F)cc4)c3=O)[C@@H]1N2Cc1ccccc1F	6	0.1	57	2
CN(C)CCCNC(=O)C[C@H]1CC[C@H]2[C@@H](COc3ccc(NC(=O)C4CCC4)cc3C(=O)N2C)O1	-44	-1.7	3	-3
O=C(NC1Cc2ccccc2C1)[C@@H]1[C@@H](CO)[C@@H]2Cn3c(ccc(C4=CCCC4)c3=O)[C@H]1N2	/	-0.7	32	1
Cc1noc(C)c1S(=O)(=O)N(C)C[C@H]1OCCCC[C@@H](C)Oc2ccc(NC(=O)Nc3cccc4ccccc34)cc2C(=O)N([C@H](C)CO)C[C@@H]1C	-17	-5.9	77	-14
CO[C@@H]1CN(C)C(=O)c2ccc(NC(=O)c3ccccc3F)cc2OC[C@@H](C)N(CC2CC2)C[C@H]1C	-35	0.8	50	-1

Full records, looked up by structure. Values in the order: Pf Dd2 growth | KDM4C inh | Tcruzi prolif | C diff growth
Entry for O=C(Nc1cccc(F)c1)N1CC(=O)N2[C@H](CO)[C@H](c3ccc(-c4ccccc4)cc3)[C@H]2C1 : -2 | -1.7 | / | -7
Entry for O=C(C[C@@H]1CC[C@H]2[C@@H](COC[C@H](O)CN2S(=O)(=O)c2ccc(F)cc2)O1)N[C@@H]1CCN(Cc2ccccc2)C1 : -11 | 0.1 | -31 | -2
Entry for C[C@@H]1CN([C@H](C)CO)C(=O)c2cc(NC(=O)CCN3CCOCC3)ccc2O[C@@H]1CN(C)Cc1ccc(C(=O)Nc2ccccc2N)cc1 : -20 | -1.4 | 97 | /
Entry for CCC(=O)N1CCCCN2[C@H](CO)[C@@H](c3ccc(/C=C/c4ccccc4)cc3)[C@H]2C1 : -26 | -2.2 | 91 | -1

Next records follow:
SMILES	Pf Dd2 growth	KDM4C inh	Tcruzi prolif	C diff growth
COc1ccccc1-c1ccc2n(c1=O)C[C@H]1[C@H](CO)[C@@H](C(=O)N(C)C)[C@@H]2N1C(=O)c1cccnc1	0	0.0	-11	-1
C[C@H](CO)N1C[C@H](C)[C@H](CN(C)C(=O)Nc2cccc(F)c2)OCc2cnnn2CCCC1=O	11	0.9	-15	1
C[C@H](CO)N1C[C@H](C)[C@@H](CN(C)Cc2ccccc2)Oc2c(NC(=O)C3CC3)cccc2C1=O	-25	0.0	/	-1&-16
COCC#Cc1ccc([C@H]2[C@@H](CO)N3CCCCN(S(=O)(=O)c4cccc(OC)c4)C[C@@H]23)cc1	-10	-1.1	16	1
COc1ccc(NC(=O)Nc2ccc3c(c2)C(=O)N([C@@H](C)CO)C[C@@H](C)[C@H](CN(C)C(=O)Nc2ccc(C(F)(F)F)cc2)OCCCC[C@H](C)O3)cc1	-11	0.7	?	-7
COCC(=O)Nc1ccc2c(c1)C(=O)N(C)C[C@H](OC)[C@H](C)CN(C(=O)COC)[C@@H](C)CO2	/	0.4	-10	-2
C[C@@H](NC(=O)[C@H]1N[C@H]2c3ccc(-c4ccncc4)c(=O)n3C[C@H]2[C@@H]1CO)c1ccccc1	-3	1.9	58	4
C[C@H]1CN([C@@H](C)CO)S(=O)(=O)c2ccc(C#CC3CC3)cc2O[C@H]1CN(C)C(=O)c1cccnc1	11&-11	1.0	0&12	4&4
COCC(=O)N(C)C[C@H]1Oc2cc(C#Cc3ccccc3)ccc2S(=O)(=O)N([C@H](C)CO)C[C@@H]1C	-62	-0.9	50	3
COc1ccccc1-c1cn(CC[C@@H]2CC[C@@H](NC(=O)C3CCCC3)[C@H](CO)O2)nn1	-21	-0.3	/	-6
CCC(=O)N1[C@@H]2Cn3c(ccc(-c4ccccc4F)c3=O)[C@H]1[C@@H](C(=O)NC1CCC1)[C@@H]2CO	5	-2.8	19	-1
O=C(N[C@@H]1CC[C@@H](CCNS(=O)(=O)c2cccc(Cl)c2)O[C@@H]1CO)c1ccccc1	-3	17	38	0
C[C@@H]1CN([C@H](C)CO)C(=O)CCCn2cc(nn2)CO[C@@H]1CN(C)S(=O)(=O)c1ccc2c(c1)OCCCO2	-1	0.7	-13	/
COC(=O)C[C@@H]1CC[C@H]2[C@H](COc3ccc(NC(=O)C4CC4)cc3C(=O)N2C)O1	13	2.4	-20	-2
CS(=O)(=O)Nc1ccc2c(c1)[C@H]1C[C@@H](CC(=O)NCCN3CCCCC3)O[C@H](CO)[C@H]1O2	25	5.8	/	-7
C[C@@H]1CCCCO[C@H](CN(C)C(=O)C2CCCCC2)[C@H](C)CN([C@H](C)CO)C(=O)c2cc(NS(=O)(=O)c3cccs3)ccc2O1	-38	-0.3	68	2
O=C(C[C@H]1C=C[C@H](NC(=O)C2CCOCC2)[C@@H](CO)O1)Nc1ccccc1	11	-0.1	/	3
C[C@@H]1CN([C@H](C)CO)C(=O)c2cccc(NC(=O)Nc3ccc(F)cc3)c2O[C@@H]1CN(C)S(C)(=O)=O	12	0.0	25	2
COc1ccc(NC(=O)Nc2ccc3c(c2)C(=O)N([C@@H](C)CO)C[C@@H](C)[C@H](CN(C)C(=O)NC(C)C)OCCCC[C@@H](C)O3)cc1	0	-0.1	22	0
COc1ccc(S(=O)(=O)N(C)C[C@@H]2Oc3ccc(NS(=O)(=O)c4ccccc4)cc3C(=O)N([C@H](C)CO)C[C@@H]2C)cc1	-9	1.4	47	-9
C[C@@H]1CCCCO[C@@H](CN(C)S(=O)(=O)c2ccc(F)cc2)[C@@H](C)CN([C@@H](C)CO)C(=O)c2cc(NC(=O)NC3CCCCC3)ccc2O1	-58	-0.2	55	29
OC[C@H]1[C@@H](c2ccc(-c3ccc(F)cc3)cc2)[C@@H]2CN(CCC(F)(F)F)CCCCN12	-79	-0.9	94	25
CC(C)CN(C[C@@H]1N[C@@H](CO)[C@@H]1c1ccccc1)C(=O)CN(C)C	-25	-2.4	-34	-9
C[C@H]1CN([C@@H](C)CO)C(=O)c2cccc(NC(=O)c3nc4ccccc4s3)c2O[C@@H]1CN(C)C(=O)Nc1cccc2ccccc12	-76	14	14	/
COCC(=O)N(C)C[C@H]1Oc2cc(C#Cc3cccnc3)ccc2S(=O)(=O)N([C@@H](C)CO)C[C@H]1C	29	1.1	/	1
SMILES	Pf Dd2 growth	KDM4C inh	Tcruzi prolif	C diff growth
C[C@@H]1CN([C@H](C)CO)C(=O)c2cc(NC(=O)Nc3cccc4ccccc34)ccc2O[C@H]1CN(C)C(=O)Nc1cccc2ccccc12	-65	-4.6	38	16
C[C@@H]1CN([C@H](C)CO)C(=O)c2cc(NC(=O)CCCN(C)C)ccc2O[C@H]1CN(C)Cc1ccccc1	16	0.1	11	12
Cc1noc(C)c1NC(=O)N(C)C[C@H]1OCCCC[C@@H](C)Oc2ccc(NC(=O)c3ccncc3)cc2C(=O)N([C@H](C)CO)C[C@H]1C	23	-4.2	33	1
C[C@@H]1CN([C@H](C)CO)C(=O)c2cc(NC(=O)Nc3ccc(C(F)(F)F)cc3)ccc2O[C@@H]1CN(C)S(=O)(=O)c1cn(C)cn1	-7	0.0	12	/
CCCC#Cc1ccc([C@H]2[C@H]3CN(C(=O)c4cccnc4)CC(=O)N3[C@H]2CO)cc1	-13	0.5	/	0
C[C@H](CO)N1C[C@H](C)[C@H](CN(C)C(=O)C2CCOCC2)Oc2ncc(C#CC3(O)CCCC3)cc2C1=O	16	1.5	/	-2
COc1ccc2c3c([nH]c2c1)[C@@H](CO)N(C(=O)c1ccccc1)CC31CCN(C(=O)CC2CC2)CC1	-45	0.6	/	4
CCC(=O)N[C@H]1C=C[C@@H](CC(=O)NCc2ccccc2OC)O[C@@H]1CO	5	0.5	-12	9
Cn1cnc(S(=O)(=O)N2C[C@@H](O)COC[C@H]3O[C@@H](CC(=O)NCc4ccc(F)cc4)CC[C@@H]32)c1	-2	1.1	23	/
COc1ccc(NC(=O)N2C[C@H](O)COC[C@@H]3O[C@@H](CC(=O)N4CCN(C)CC4)CC[C@H]32)cc1	10	-2.6	24	/
O=C(Nc1ccc(F)cc1)N[C@H]1C=C[C@@H](CC(=O)N2CCOCC2)O[C@H]1CO	-17	-0.1	26	/
CN(C)C(=O)C[C@@H]1C[C@H]2c3cc(NC(=O)C4CCOCC4)ccc3O[C@H]2[C@H](CO)O1	8	-0.9	-13	-1
CN(C)C(=O)c1cccc(-c2ccc3c(c2)[C@@H]2[C@@H](CCN2C(=O)C2CCCC2)[C@H](CO)N3)c1	-55	-0.2	/	0
CCC(=O)N(C)C[C@@H]1Oc2cc(-c3ccc(F)cc3)ccc2S(=O)(=O)N([C@H](C)CO)C[C@H]1C	-13	1.4	39	0
CCCNC(=O)N1[C@H](CO)[C@@H](c2ccccc2)[C@@H]1CNC(=O)c1cccc(F)c1	-3	-2.6	-4	12
COCCNC(=O)C[C@@H]1C[C@@H]2c3cc(NC(=O)Nc4ccccc4F)ccc3O[C@@H]2[C@@H](CO)O1	-30	0.8	6	-1
Cc1ccc(S(=O)(=O)N[C@@H]2C=C[C@@H](CC(=O)O)O[C@H]2CO)cc1	12	0.9	22	4
COCC#Cc1cnc2c(c1)C(=O)N([C@H](C)CO)C[C@@H](C)[C@H](CN(C)C(=O)Cc1ccccc1)O2	-9	-0.1	35	-1
C[C@@H]1CN([C@H](C)CO)C(=O)c2cccc(NC(=O)c3nc4ccccc4s3)c2O[C@H]1CN(C)Cc1ccccc1	-18	0.8	33	9

Among those listed so far, 2 have a thiophene ring, fused or not.
SMILES	Pf Dd2 growth	KDM4C inh	Tcruzi prolif	C diff growth
C[C@@H]1CCCCO[C@H](CN(C)C(=O)Nc2ccc3c(c2)OCO3)[C@H](C)CN([C@H](C)CO)C(=O)c2cc(NS(=O)(=O)c3cccs3)ccc2O1	-53	-1.0	61	8
C[C@@H]1CCCCO[C@H](CN(C)C(=O)C2CCCCC2)[C@H](C)CN([C@H](C)CO)C(=O)c2cc(NS(=O)(=O)c3cccs3)ccc2O1	-38	-0.3	68	2
